# High-throughput results (PubChem BioAssay)
# TRPC4 inh = blocks the mouse TRPC4 cation channel. B-score at 10 µM. 0.39% of 300,000 active. HEK293 TRPC4beta/mu-opioid, DAMGO-evoked Fluo4 calcium flux; active compounds read low. Q9QUQ5. AID 2247;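 active means B-score over 3 SD under the library average, no early fluorescence shift, positive overall ratio signal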
#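 Assay system: Stable TRPC4beta/mu-opioid receptor HEK293 cells | Reagent: DAMGO in two steps, submaximal then maximal | Compound dosing: Single concentration per test compound | Signal: Fluo4 Ca2+ flux fluorescence | Evaluation: Per-well B score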
# TRPC4 act = TRPC4 (mouse) channel activation. 0.49% of 310,000 active. Q9QUQ5. HEK293 TRPC4beta/mu-opioid, Fluo4 calcium fluorescence; active compounds read high. B-score at 10 µM;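 active means B-score above 5 SD of library B-scores, and initial fluorescence ratio not above library mean plus 5 SD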;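 further: positive B-score marks a calcium rise read as TRPC4 activation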
#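 Assay system: HEK293 stable line with TRPC4beta plus mu-opioid receptor. Times: dye 45 min RT, read 110 s. Measured by: kinetic Fluo4 calcium fluorescence. Measure: B score of integrated ratio. Controls: assay buffer as low control, maximal DAMGO as high control.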
# TRPC6 activator = mouse TRPC6 channel activation. Q61143. B-score at 10 µM. 0.13% of 310,000 active. HEK293-TRPC6 membrane potential dye fluorescence; active compounds read high;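 active means B-score of the integrated fluorescence ratio above library mean plus 3 SD, and starting fluorescence ratio within library mean plus 5 SD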;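 further: higher score means more depolarization so channel activation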
# TRPC6 inhibitor = mouse TRPC6 channel inhibition | HEK293-TRPC6, membrane potential dye, ACh-evoked depolarization; active compounds read low | B-score at 10 µM | AID 2553 | Q61143 | 1.1% of 310,000 active;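 active means B-score under library mean minus 3 SD, initial fluorescence not abnormally high, positive integrated signal ratio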;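 further: B-score derived from integrated fluorescence ratio over the kinetic read; more negative B-score means stronger inhibition of depolarization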
# IEC-6 tox = counter-screen for KLF5 inhibitors: cytotoxicity in IEC-6 cells; IEC-6 cytotoxicity, luminescence viability; inhibition, % at 5 µM; 0.78% of 290,000 active; in the data active means inhibition above about 22%;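 further: 0% = plate median of test compound wells and 100% = cytotoxic reference compound wells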
# KLF5 inh = inhibitors of KLF5 expression; DLD-1 KLF5 promoter-luciferase reporter, luminescence; inhibition, % at 5 µM; 0.23% of 290,000 active; AID 1700;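 active means inhibition above a per-plate limit of that plate's mean compound inhibition plus 3 SD, cut at about 60% in these data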;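 further: 0% = DMSO wells and 100% = LY294002 at 200 µM; higher means less KLF5 promoter-driven luciferase light; inactives centre near -14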
# HIF act = HIF pathway transcriptional activation; U2OS HRE-luciferase reporter, luminescence; normalized: DMSO 0%, desferrioxamine 100%; AID 1910; activation, % at 7.5 µM (by protocol); 0.32% of 300,000 active;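 active means mean activation of at least 10% of the iron chelator positive control signal, with at least half of replicates also reaching 10%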
# TRPC4 PAM = allosteric potentiators of mouse TRPC4 channel; B-score at 10 µM; Q9QUQ5; 0.42% of 310,000 active; HEK293 TRPC4beta/mu-opioid, DAMGO EC20, Fluo-4 Ca2+ flux; active compounds read high;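 active means B-score of calcium response area above 5 SD of library B-scores, with initial fluorescence ratio within 5 SD of library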;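 further: B-score of integrated fluorescence ratio over time as area under calcium response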
# SKKanGAS inh = SKKanGAS growth inhibition. S. pyogenes SKKanGAS, kanamycin growth, BacTiter-Glo, 6 h. inhibition, % at 7.5 µM. 1.3% of 300,000 active. AID 1662;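 active means mean replicate score, as percent of positive control median, at least 50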;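 further: strain carries kanamycin resistance gene driven by streptokinase promoter and grows in 40 µg/ml kanamycin; loss of luminescence reflects streptokinase promoter inhibition or plain growth inhibition; 0% = median of DMSO wells and 100% = positive control at its reference dose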
# aSyn 5UTR inh = MLPCN primary screen, SNCA 5' untranslated region. alpha-synuclein 5'UTR reporter, inhibitor activity. 0.82% of 300,000 active. inhibition, % (tested at 7.5 µM); in the data active means inhibition above about 60%;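 further: H4 neuroglioblastoma cells stably carrying SNCA 5'UTR luciferase fusion; 0% = DMSO wells and 100% = positive control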
# MrgX1 antagonist = blocks BAM8-22 activation of human MrgX1 receptor; B-score at 10 µM; MRGX1-HEK293 calcium flux, Fluo-4, BAM8-22 antagonism; active compounds read low; 1.3% of 310,000 active; AID 588676; Q96LB2;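 active means calcium-response B-score plate-corrected more than 3 library SD below zero, starting fluorescence within 5 deviations, no agonist response on first addition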;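 further: peak minus trough fluorescence over baseline after final BAM8-22 challenge near maximal dose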
# Target sequence (Q96LB2 whole entry, looked up): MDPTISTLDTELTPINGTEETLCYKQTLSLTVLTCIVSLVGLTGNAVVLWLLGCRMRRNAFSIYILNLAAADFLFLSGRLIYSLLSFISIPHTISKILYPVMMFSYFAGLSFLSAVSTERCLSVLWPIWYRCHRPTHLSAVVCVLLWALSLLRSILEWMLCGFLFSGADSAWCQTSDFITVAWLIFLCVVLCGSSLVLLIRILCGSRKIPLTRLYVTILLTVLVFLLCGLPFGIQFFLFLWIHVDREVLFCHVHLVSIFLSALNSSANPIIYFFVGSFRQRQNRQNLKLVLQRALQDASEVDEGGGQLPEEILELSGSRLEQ
# Numbers without * were called inactive; i = inactive; x = no result given. Outcome played no part in choosing rows; about 5.8% have a hit in one of these screens.
# Value order – TRPC4 inh	TRPC4 act	TRPC6 activator	TRPC6 inhibitor	IEC-6 tox	KLF5 inh	HIF act	TRPC4 PAM	SKKanGAS inh	aSyn 5UTR inh	MrgX1 antagonist
CN1C(=O)CSc2ccc(NC(=O)NCc3ccccc3)cc21
→ i	i	i	i	-2	-32	-0.2	i	1	19	i
CCOC(=O)c1oc2c(c1C)/C(=N/O)CCC2
→ i	i	i	i	1	-40	1.4	i	-1	-59	i
O=C(CSc1nnc(-c2ccc(F)cc2)n1-c1ccccc1)NCCN1C(=O)CSC1=O
→ i	i	i	i	7	-23	0.5	i	-3	33	i
CCOC(=O)C1=C(Cn2ccc(C(F)(F)F)n2)NC(=O)NC1c1ccc2c(c1)OCO2 (stereo not drawn)
→ i	i	i	i	3	-16	0.0	i	3	26	i
Nc1cccc(C(=O)Nc2ccccc2Cl)c1
→ i	i	i	i	4	-16	0.4	i	6	-9	i
COc1cc(C(=O)N(Cc2ccc(C)o2)C2CCS(=O)(=O)C2)cc(OC)c1OC (stereo not drawn)
→ i	i	i	i	2	-20	0.5	i	2	-9	i
CC(=O)COC(=O)CNC(=O)c1ccc(Br)cc1
→ i	i	i	i	4	-37	0.0	i	-11	20	i
O=C1CN(C(=O)CC2C(=O)NCCN2Cc2ccccc2C(F)(F)F)CCN1 (stereo not drawn)
→ i	i	i	i	0	4	-0.1	i	6	-10	i
CCC(CC)C1=NN2C(=N)/C(=C\c3cc(C)n(-c4cccc(C)c4)c3C)C(=O)N=C2S1
→ i	i	i	i	5	-2	-0.1	i	86*	5	i
CCc1nc(C#N)c(N2CCCCC2)o1
→ i	i	i	i	-4	-4	-0.1	i	-3	-24	i
Cc1ccccc1CC1(CO)CCCN(C(=O)Cc2c(F)ccc(F)c2F)C1 (stereo not drawn)
→ i	i	i	i	-4	-27	0.4	i	1	19	i
COc1cccc(-c2nc(CS(=O)(=O)CC(=O)NCCCN3C(C)CCCC3C)c(C)o2)c1 (stereo not drawn)
→ i	i	i	i	4	-15	0.2	i	-1	-2	i
CC(=O)N(c1nc(CCl)cs1)c1c(C)cc(C)cc1C
→ i	i	i	i	2	0	-0.2	i	-2	-12	i
Cc1ccc(C)c(N2CCN(c3nnnn3-c3ccccc3)CC2)c1
→ i	i	i	i	1	-2	0.1	i	-1	9	i
CC(=O)Oc1ccc(N(C(C)=O)S(=O)(=O)c2ccc(C)cc2)c2ccccc12
→ i	i	i	i	x	x	-1.1	i	3	-2	i
COc1c(Cl)cc(C(=O)NN)cc1Cl
→ i	i	i	i	52*	15	-0.3	i	17	99*	i
CCSc1nnc(Cc2cc(=O)[nH]c(=O)[nH]2)n1-c1cc(C)ccc1C
→ i	i	i	i	3	16	-1.1	i	-2	14	i
CCN(CC)CCOc1ccc(/C(=C(\Cl)c2ccccc2)c2ccccc2)cc1
→ i	i	i	i	x	x	-0.2	i	23	0	i
CCCC(=O)Nc1nc2n(n1)C(c1ccccc1)CC(=O)N2 (stereo not drawn)
→ i	i	i	i	2	0	0.4	i	8	5	i
CCN(CC(=O)Nc1c(F)cccc1F)C(=O)CCNC(=O)c1ccccc1OC
→ i	i	i	i	x	x	0.0	i	-7	7	i
CCC(C)(C)n1nnnc1C(c1ccc(OC)c(OC)c1)N1CCN(c2ccccc2)CC1 (stereo not drawn)
→ i	i	i	i	2	0	-0.1	i	-2	-19	i
O=C(NCc1ccc(Cl)cc1)C1CCCCN1S(=O)(=O)c1ccccc1 (stereo not drawn)
→ i	i	i	i	-2	5	-22	i	1	5	i
O=C(COc1ccccc1)NS(=O)(=O)c1ccccc1
→ i	i	i	i	0	-36	1.6	i	-3	-13	i
O=C(Cc1noc2ccccc12)Nc1ccc2ccccc2c1
→ i	i	i	i	0	-57	4.3	i	2	-53	i
CCC(CC)NC(=O)c1cccc([N+](=O)[O-])c1C
→ i	i	i	i	11	18	-0.4	i	0	-5	i
Cc1cc2oc(=O)c3c(c2cc1OCc1nn[nH]n1)CCCC3
→ i	i	i	i	-10	-34	-0.1	i	-6	-13	i
CCC(=O)N1c2ccc(S(=O)(=O)NCCc3ccc(C)cc3)cc2CC1C (stereo not drawn)
→ i	i	i	i	-4	-34	0.0	i	-19	-12	i
O=C(Nc1ccccc1C(=O)NCCCN1CCOCC1)c1ccccc1
→ i	i	i	i	4	-28	0.2	i	-3	-19	i
O=C(CNC1CCCCC1)N1CCc2ccccc2C1
→ i	i	i	i	1	-42	0.6	i	-7	13	i
Cc1ccc2occ(/C=N/NC(=O)c3ccccc3Br)c(=O)c2c1
→ i	i	i	i	-2	-24	0.6	i	3	-6	i

# The list goes on.
# Value order – TRPC4 inh	TRPC4 act	TRPC6 activator	TRPC6 inhibitor	IEC-6 tox	KLF5 inh	HIF act	TRPC4 PAM	SKKanGAS inh	aSyn 5UTR inh	MrgX1 antagonist
Cc1oc2cc3c(C(=O)N4CCCCC4)c(C)oc3cc2c1C(=O)N1CCCCC1
→ i	i	i	i	-13	-22	1.7	i	1	-162	i
CCCCCCc1ccc(OC(=O)c2ccncc2)cc1
→ i	i	i	i	0	-12	-0.3	i	26	-23	i
COc1ccc(CN(Cc2ccc(C(=O)O)cc2)C(=S)Nc2cc(C)cc(C)c2)cc1OC
→ i	i	i	i	2	-2	-0.8	i	-13	-1	i
COc1ccc(NS(=O)(=O)c2ccc(NC(=O)c3ccc(N(C)S(C)(=O)=O)cc3)cc2)c(OC)c1
→ i	i	i	i	4	-2	-0.1	i	-4	4	i
Cc1cccc(NC(=O)c2c(-c3ccccc3)noc2C)n1
→ i	i	i	i	-2	-19	-0.1	i	0	2	i
COc1cc(C(=O)Nc2ccc(C#N)cc2)c([N+](=O)[O-])cc1OC
→ i	i	i	i	6	-30	0.4	i	-4	-13	i
O=C(CN1CCN(c2ccccn2)CC1)N1CC(O)CO1 (stereo not drawn)
→ i	i	i	i	-4	6	0.2	i	-5	2	i
O=C(Cc1csc(N2CCOCC2)n1)N/N=C/c1ccccc1C(=O)O
→ i	i	i	i	-2	-19	-0.4	i	8	20	i
O=C(Cn1cc(C(F)(F)F)ccc1=O)N1CCN(S(=O)(=O)c2ccc(Cl)cc2)CC1
→ i	i	i	i	-2	-37	0.6	i	1	4	i
Cc1cc(/C=C2/NC(=O)NC2=O)c(C)n1-c1ccccn1
→ i	i	i	i	-7	13	0.1	i	4	-53	i
Cc1cccc(C)c1NC(=O)C(=O)NCC1CCCN1S(=O)(=O)c1cccs1 (stereo not drawn)
→ i	i	i	i	x	x	0.2	i	-2	-1	i
CN(Cc1nc(Cc2ccccc2F)no1)[C@@H]1CS(=O)(=O)C[C@H]1O
→ i	i	i	i	0	-12	0.0	i	-2	13	i
COc1ccc(-n2nc([N+](=O)[O-])c(=NCCc3ccc(C)cc3)n2O)cc1
→ i	i	i	i	0	8	-0.1	i	2	-7	i
CN(C)N=Nc1ccc2nc[nH]c2c1
→ i	i	i	i	6	-9	0.1	i	-4	21	i
CCn1cc(/C=C(\NC(=O)c2ccccc2OC)C(=O)NCCCn2ccnc2)c2ccccc21
→ i	i	i	i	-9	-18	-0.3	i	-3	3	i
CCC(=O)N1CCN(c2ccc(NC(=O)c3ccc4c(c3)OCCO4)cc2)CC1
→ i	i	i	i	-2	-4	0.4	i	-7	-32	i
COc1ccc(NC(=O)Cc2ccccc2)cn1
→ i	i	i	i	2	-4	0.2	i	-3	-3	i
Fc1ccc(CNc2nc3ccccc3n3nnnc23)cc1
→ i	i	i	i	0	-15	1.6	i	0	-44	i
COc1ccc(N(C)C(=O)c2cn(C)c(=O)c3cc(OC)c(OC)cc23)cc1
→ i	i	i	i	-4	-29	-1.8	i	-4	4	i
Cc1ccc(NC2Nc3cc(C)nn3S2)c(C)c1 (stereo not drawn)
→ i	i	i	i	6	-76	3.9	i	2	-138	i
CNc1c([N+](=O)[O-])cnn1-c1cccc(Cl)n1
→ i	i	i	i	6	-9	-0.4	i	-1	30	i
Nc1nc(Nc2ccccc2)nc2ccccc12
→ i	i	i	-22*	22*	-71	2.2	i	5	-82	i
COC(=O)N1C(=O)[C@](c2ccc(OC)cc2)(C(C)C)N1C(=O)OC
→ i	i	i	i	4	-9	-0.9	i	10	-6	i
COc1ccccc1C(CCNCc1ccccc1)c1ccc(OC(C)C)cc1 (stereo not drawn)
→ i	i	i	i	15	16	-25	i	7	28	i
OCC1(CCOc2ccccc2)CCN(CCCn2cccn2)CC1
→ i	i	i	i	-3	-36	-0.2	i	-2	5	i
Cc1ccc(/C=N\NC(=O)Cc2cccn2C)o1
→ i	i	i	i	-2	-5	0.1	i	-3	10	i
CC(=O)C1=C(C)NC(SCSc2ccccc2)=C(C#N)C1c1cccnc1 (stereo not drawn)
→ i	i	i	i	-2	-25	-0.4	i	0	21	i
C=CCN1C(=O)C(Cc2ccc(F)cc2)S/C1=N/N=C/c1ccco1 (stereo not drawn)
→ i	i	i	i	8	-18	-0.1	i	-8	37	i
CCCCN(C(=O)c1cccs1)C1CCS(=O)(=O)C1 (stereo not drawn)
→ i	i	i	i	x	x	0.9	i	1	-5	i
O=C(Nc1ccc(NC(=O)C2CC2)nc1)c1cccs1
→ i	i	i	i	3	-29	2.5	i	0	-96	i

# Carrying on:
# Value order – TRPC4 inh	TRPC4 act	TRPC6 activator	TRPC6 inhibitor	IEC-6 tox	KLF5 inh	HIF act	TRPC4 PAM	SKKanGAS inh	aSyn 5UTR inh	MrgX1 antagonist
CC1=C(C(=O)N(C)C)C(c2ccc(Cl)c(Cl)c2)NC(=O)N1 (stereo not drawn)
→ i	i	i	i	-3	-12	0.2	i	-4	-7	i
COc1ccc(-c2[nH]ncc2-c2ccc(Cl)cc2)c(O)c1
→ i	i	i	i	3	15	-0.5	i	23	39	i
O=C(Cn1cnc2ccccc2c1=O)Nc1nnc(SCc2ccccc2)s1
→ i	i	i	i	-5	-4	-0.4	i	-2	18	i
CCN(CC(=O)Nc1c(F)cccc1F)C(=O)C1CC1C (stereo not drawn)
→ i	i	i	i	x	x	2.3	i	-2	-9	i
Clc1ccc2nc(CSc3nc4ccccc4o3)cn2c1
→ i	i	i	i	-3	-102	-0.3	i	9	-50	i
O=C(N[C@H]1CC1c1ccccc1)c1ccc([N+](=O)[O-])cc1 (stereo partly drawn)
→ i	i	i	i	3	-127	2.4	i	20	-107	i
COc1ccc(NC(=O)CCN2CCN(c3ccccc3F)CC2)c(OC)c1
→ i	i	i	i	-1	-28	-1.5	i	2	-3	i
